Screening data as filed in PubChem.
HT1080 IDH1KD tx: toxicity to HT-1080 IDH1 knockdown cells (counter line); AID 686971; Potency, µM (doses to about 46.1 µM), for the others: at the highest dose activity, negative = toxicity, most hits filed as cytotoxic; 360,000 tested, 2% active; HT-1080 IDH1 knockdown viability, ATP luminescence, 48 h;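 also: potency is read from the fitted curve at half-maximal effect; 0% = DMSO wells and -100% = cell-free medium wells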
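Viability of IDH1-knockdown HT-1080 fibrosarcoma cells was assessed by CellTiter-Glo after 48 h at 37 °C with titrated compound; concentration-effect curves were classified by fit quality and response size.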
SW480 rerep: DNA re-replication induction in SW480 cells | SW480 DNA re-replication, Hoechst DNA content imaging, 48 h | 340,000 tested, 1.8% active | Potency, µM (series often up to 46.1 µM), without a hit: at the top dose re-replication activation, usual class: activators | AID 624297; also: potency is read from the fitted curve at half-maximal effect; % of control where 0% means no effect; nearly all actives have a fitted effect of over 55% in size
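Cells (250 per well) received 23 nL compound or DMSO by pin tool and were kept 48 hr at 37 C, 5% CO2. Nuclei were then stained with Hoechst for 40 min and scanned for DNA content.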
IL1B secr inh: inflammasome signaling inhibition, IL-1 beta readout. THP-1 LPS/ATP IL-1B secretion, AlphaLISA, 16 h; active compounds read low. activity change, % at 57.5 µM. 360,000 tested, 4.7% active. AID 743279; in the data active = activity change below about -50%; inconclusive = mostly about -30% to -49%; also: % is scaled to controls: 0 for no effect and ±100 for the full control effect
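Secreted IL-1B measured by AlphaLISA bead assay after 16 h compound exposure of THP-1 cells; compounds (final up to 57.5 uM) added 1 h before LPS (250 ng/mL) and ATP (1.25 mM) stimulation; lower signal means less secretion.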
KB-3-1 cytotox: kills parental KB-3-1 adenocarcinoma cells | AID 1347075 | Potency, µM (titrated, usually from 46.1 µM), for the others: at the highest dose activity change, negative = cytotoxic, actives largely listed as cytotoxic | KB-3-1 viability, CellTiter-Glo ATP luminescence, 72 h | 400,000 tested, 1.4% active; also: potency is read from the fitted curve at half-maximal effect; % is scaled to controls: 0 for no effect and ±100 for the full control effect; nearly all actives have a fitted effect of over 60% in size
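72 h, 37 °C compound treatment of KB-3-1 parental cells; CellTiter-Glo added, 10 min, luminescence read. Data corrected against DMSO-only plates and normalized before curve fitting.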
KB-V1 MDR tox: KB-V1 MDR subline cytotoxicity | Potency, µM (doses to about 46.1 µM), for the others: top-dose activity change, negative = cytotoxicity, most hits filed as cytotoxic | 400,000 tested, 3.4% active | KB-V1 MDR cells viability, CellTiter-Glo, 72 h; also: potency is read from the fitted curve at half-maximal effect; % is scaled to controls: 0 for no effect and ±100 for the full control effect; nearly all actives have a fitted effect of over 60% in size
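Following 72 h at 37 degrees C with compound, KB-V1 cell viability was read by CellTiter-Glo luminescence, medium being phenol-red-free DMEM plus 10% FBS; concentration-response parameters came from normalized, curve-fitted qHTS data.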
MCF10A rereplic: DNA re-replication induction in MCF 10a cells. Potency, µM (top dose mostly 46.1 µM), for inactives: at the highest dose activity, positive = re-replication, hits mostly activators. MCF 10A DNA re-replication, Hoechst nuclear intensity, 48 h. 350,000 tested, 2.9% active; also: potency is read from the fitted curve at half-maximal effect; % of control where 0% means no effect; nearly all actives have a fitted effect of over 50% in size
HT1080NT lethal: kills 2HG-producing HT-1080-NT fibrosarcoma cells. HT-1080-NT fibrosarcoma viability, CellTiter-Glo ATP luminescence, 48 h. Potency, µM (series often up to 46.1 µM), for the others: top-dose activity, negative = less viability, hits mostly cytotoxic. 360,000 tested, 1.6% active;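 also: NT is the 2HG producing partner of a matched IDH1 knockdown line; potency is read from the fitted curve at half-maximal effect; 0% = DMSO-treated cells and -100% = media-only wells without cells; nearly all actives have a fitted effect of over 55% in size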
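Fibrosarcoma NT cells, 750 per well in 5% FBS RPMI, were exposed to compound for 48 hours. Viability: CellTiter-Glo luminescence.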
ATXN2 expr inh: inhibitors of ATXN2 expression; HEK-293 ATXN2-luciferase reporter, luminescence, 24 h; Potency, µM (titrated, usually from 57 µM), for the others: at the highest dose activity change, negative = inhibition, most hits filed as inhibitors; 360,000 tested, 0.72% active; AID 1745845; also: potency is read from the fitted curve at half-maximal effect; % is scaled to controls: 0 for no effect and ±100 for the full control effect; nearly all actives have a fitted effect of over 55% in size
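qHTS (up to 57 uM final) was run with 24 h compound exposure of reporter cells at 37 °C. Each well was multiplexed: SteadyGlo luminescence measured ATXN2-luciferase expression after a fluorogenic Gly-Phe-AFC viability readout (25 uM final).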
ATXN viability: cell viability loss in ATXN counter-screen; S2 cells (HEK-293 line with an ATXN2-luciferase reporter) viability, CellTiter-Fluor protease fluorescence, 24 h; Potency, µM (highest dose often 56.7 µM), hits mostly cytotoxic; 400,000 tested, 0.49% active; AID 651635; also: potency is read from the fitted curve at half-maximal effect; nearly all actives have a fitted effect of over 40% in size
Active calls of the source: *; & = joins results of further samples; [ ] = remark or other dose. Unless noted, calls follow the shape of the dose curve; as a rule, active = well fitted curve in the direction sought with a large enough effect; inconclusive = small, poorly fitted or top-dose-only effect, or another doubt; inactive = no such curve, though single readings can be large; an effect the other way counts as inactive or inconclusive.

Start of the listing, in advance:
Results for Cc1cccc(NC(=O)C2CCN(S(=O)(=O)c3c(C)noc3/C=C/c3ccco3)CC2)n1 ?
HT1080 IDH1KD tx: -3%; SW480 rerep: -2%; IL1B secr inh: inconclusive; KB-3-1 cytotox: -5%; KB-V1 MDR tox: -7%; MCF10A rereplic: inconclusive; HT1080NT lethal: -6%; ATXN2 expr inh: -10%; ATXN viability: inactive

What do the screens show for `Cc1cc(C)c(C#N)c(SCC(=O)C(C)(C)C)n1`?
HT1080 IDH1KD tx: 14%; SW480 rerep: 7%; IL1B secr inh: 19; KB-3-1 cytotox: 8%; KB-V1 MDR tox: -23%; MCF10A rereplic: 3%; HT1080NT lethal: 8%; ATXN2 expr inh: 15%; ATXN viability: inactive

All compounds of this part, previewed entries included:
Results for Cc1cccc(NC(=O)C2CCN(S(=O)(=O)c3c(C)noc3/C=C/c3ccco3)CC2)n1 ?
HT1080 IDH1KD tx: -3%; SW480 rerep: -2%; IL1B secr inh: inconclusive; KB-3-1 cytotox: -5%; KB-V1 MDR tox: -7%; MCF10A rereplic: inconclusive; HT1080NT lethal: -6%; ATXN2 expr inh: -10%; ATXN viability: inactive

What do the screens show for `Cc1cc(C)c(C#N)c(SCC(=O)C(C)(C)C)n1`?
HT1080 IDH1KD tx: 14%; SW480 rerep: 7%; IL1B secr inh: 19; KB-3-1 cytotox: 8%; KB-V1 MDR tox: -23%; MCF10A rereplic: 3%; HT1080NT lethal: 8%; ATXN2 expr inh: 15%; ATXN viability: inactive

What do the screens show for `Cc1cccc(C(=O)NNS(=O)(=O)c2ccccc2[N+](=O)[O-])c1`?
HT1080 IDH1KD tx: 0%; SW480 rerep: -3%; IL1B secr inh: -12; KB-3-1 cytotox: 6%; KB-V1 MDR tox: 19%; MCF10A rereplic: 7%; HT1080NT lethal: -2%; ATXN2 expr inh: 0%; ATXN viability: inactive

How did COc1ccc(C2c3c(oc4ccc(Cl)cc4c3=O)C(=O)N2CCN2CCOCC2)cc1 (stereo unspecified) do in these assays?
HT1080 IDH1KD tx: inconclusive; SW480 rerep: 1%; IL1B secr inh: -10; KB-3-1 cytotox: 0%; KB-V1 MDR tox: -23%; MCF10A rereplic: -2%; HT1080NT lethal: 30%; ATXN2 expr inh: 6%; ATXN viability: inactive

Results for O=C(N=Nc1c(O)[nH]c2ccc(Br)cc12)c1ccco1 ?
HT1080 IDH1KD tx: -6%; IL1B secr inh: -13; KB-3-1 cytotox: -3%; KB-V1 MDR tox: -6%; HT1080NT lethal: -1%; ATXN viability: inactive

Results for O=C(CCS(=O)(=O)c1ccc(Br)cc1)Nc1ccccc1Cl ?
HT1080 IDH1KD tx: 5%; SW480 rerep: inconclusive; IL1B secr inh: -21; KB-3-1 cytotox: 4%; KB-V1 MDR tox: -3%; MCF10A rereplic: 10%; HT1080NT lethal: -9%; ATXN2 expr inh: -5%; ATXN viability: inactive

Results for Cc1c(OCC(N)=O)ccc2c(-c3ccccc3)cc(=O)oc12 ?
HT1080 IDH1KD tx: 0%; SW480 rerep: inconclusive; IL1B secr inh: 25; KB-3-1 cytotox: 7%; KB-V1 MDR tox: 8%; MCF10A rereplic: inconclusive; HT1080NT lethal: -1%; ATXN2 expr inh: 1%; ATXN viability: inactive

What do the screens show for `COc1ccc(-c2oc3ncn4nc(-c5ccccc5OC)nc4c3c2-c2ccc(OC)cc2)cc1`?
KB-3-1 cytotox: 24%; KB-V1 MDR tox: 17%; ATXN2 expr inh: 12%; ATXN viability: inactive

What do the screens show for `Cn1c(NC(=O)c2ccc(Cl)cc2)c(-c2ccccn2)c(=O)c2ccccc21`?
HT1080 IDH1KD tx: -2%; SW480 rerep: -4%; IL1B secr inh: 0; KB-3-1 cytotox: -4%; KB-V1 MDR tox: -12%; MCF10A rereplic: -2%; HT1080NT lethal: 6%; ATXN2 expr inh: -3%; ATXN viability: inactive

How did O=C(CSc1cccc[n+]1[O-])NC1CCCCC1 do in these assays?
HT1080 IDH1KD tx: -4%; SW480 rerep: -6%; IL1B secr inh: 16; KB-3-1 cytotox: 0%; KB-V1 MDR tox: 5%; MCF10A rereplic: 3%; HT1080NT lethal: -3%; ATXN2 expr inh: 0%; ATXN viability: inactive

Results for CCOC(=O)c1csc(NC(=O)COc2ccc(Cl)cc2Cl)n1 ?
HT1080 IDH1KD tx: -2%; SW480 rerep: -9%; IL1B secr inh: -5; KB-3-1 cytotox: -11%; KB-V1 MDR tox: 23µM*; MCF10A rereplic: 15%; HT1080NT lethal: 0%; ATXN2 expr inh: 3%; ATXN viability: inactive

What do the screens show for `COc1ccccc1NS(=O)(=O)c1cc(C(=O)NC2CC(C)(C)NC(C)(C)C2)ccc1Cl`?
HT1080 IDH1KD tx: 11%; SW480 rerep: 229%; IL1B secr inh: inconclusive; KB-3-1 cytotox: 20%; KB-V1 MDR tox: inconclusive; MCF10A rereplic: 8%; HT1080NT lethal: -7%; ATXN2 expr inh: -10%; ATXN viability: inactive

What do the screens show for `O=S(=O)(Nc1ccc2nc(-c3cccc(Cl)c3)oc2c1)c1ccccc1`?
KB-3-1 cytotox: 1%; KB-V1 MDR tox: 3%; ATXN2 expr inh: inconclusive; ATXN viability: inconclusive

How did CCOC(=O)C1=C(C)N(c2ccc(C)cc2)C(=O)/C1=C\c1cccs1 do in these assays?
HT1080 IDH1KD tx: 2%; SW480 rerep: -3%; IL1B secr inh: -11; KB-3-1 cytotox: 0%; KB-V1 MDR tox: inconclusive; MCF10A rereplic: -1%; HT1080NT lethal: 5%; ATXN2 expr inh: -11%; ATXN viability: inactive

How did CCCCN(C(=O)c1sc2nc3n(c(=O)c2c1C)CCC3)c1c(N)n(CC(C)C)c(=O)[nH]c1=O do in these assays?
HT1080 IDH1KD tx: 1%; SW480 rerep: -10%; IL1B secr inh: 10; KB-3-1 cytotox: 6%; KB-V1 MDR tox: -3%; MCF10A rereplic: 2%; HT1080NT lethal: 9%; ATXN2 expr inh: 4%; ATXN viability: inconclusive

How did O=C1CN(C(=O)CN2C(=O)NC3(CCCCC3)C2=O)c2ccccc2N1 do in these assays?
HT1080 IDH1KD tx: 2%; SW480 rerep: 9%; IL1B secr inh: 74; KB-3-1 cytotox: 5%; KB-V1 MDR tox: 0%; MCF10A rereplic: -7%; HT1080NT lethal: -1%; ATXN viability: inactive

Results for O=C(CN1C(=O)c2ccccc2S1(=O)=O)NCc1ccccc1Cl ?
HT1080 IDH1KD tx: -9%; SW480 rerep: 1%; IL1B secr inh: -7; KB-3-1 cytotox: 5%; KB-V1 MDR tox: -10%; MCF10A rereplic: -2%; HT1080NT lethal: 39%; ATXN2 expr inh: 0%; ATXN viability: inactive

Results for CCOC(=O)c1cnc2c(cnn2C)c1NCCC(O)C(F)(F)F (stereo unspecified) ?
HT1080 IDH1KD tx: -14%; SW480 rerep: -20%; IL1B secr inh: -9; KB-3-1 cytotox: 17%; KB-V1 MDR tox: 6.5µM*; MCF10A rereplic: 8%; HT1080NT lethal: 4%; ATXN2 expr inh: -2%; ATXN viability: inactive

What do the screens show for `CNC(=O)C1C2C=CC3(O2)C1C(=O)N(C1CC1)C3C(=O)NCc1ccc(OC)cc1` (stereo unspecified)?
HT1080 IDH1KD tx: 11%; SW480 rerep: -6%; IL1B secr inh: 5; KB-3-1 cytotox: -4%; KB-V1 MDR tox: 24%; MCF10A rereplic: -4%; HT1080NT lethal: 13%; ATXN2 expr inh: 0%; ATXN viability: inactive

How did CN(C(=O)COC(=O)C1CCN(S(=O)(=O)c2c(Cl)cccc2Cl)CC1)C1CCS(=O)(=O)C1 (stereo unspecified) do in these assays?
HT1080 IDH1KD tx: 1%; SW480 rerep: -2%; IL1B secr inh: 14; KB-3-1 cytotox: -4%; KB-V1 MDR tox: 8%; MCF10A rereplic: 14%; HT1080NT lethal: -6%; ATXN2 expr inh: -3%; ATXN viability: inactive

How did O=C1CCC(O)CCN1CCSc1ccccc1 (stereo unspecified) do in these assays?
HT1080 IDH1KD tx: 12%; SW480 rerep: 1%; IL1B secr inh: 4; KB-3-1 cytotox: 14%&2%; KB-V1 MDR tox: 16%&-10%; MCF10A rereplic: -1%; HT1080NT lethal: 19%; ATXN2 expr inh: 25%; ATXN viability: inactive

How did Cc1ccc2cc(CNC[C@H]3O[C@@H](n4cc(C)c(=O)[nH]c4=O)C[C@@H]3O)c(N3CCOCC3)nc2c1 do in these assays?
HT1080 IDH1KD tx: 0%; IL1B secr inh: -11; KB-3-1 cytotox: -4%; KB-V1 MDR tox: inconclusive; HT1080NT lethal: -1%; ATXN2 expr inh: -9%; ATXN viability: inactive

What do the screens show for `COc1cc2c(cc1OC)CN(C(=O)c1ccc(-c3ccccc3)cc1)CC2`?
HT1080 IDH1KD tx: 8%; SW480 rerep: -3%; IL1B secr inh: 61; KB-3-1 cytotox: -1%; KB-V1 MDR tox: 2%; MCF10A rereplic: 5%; HT1080NT lethal: -2%; ATXN viability: inactive

Results for CCOC(=O)c1c(NC(=O)C2CCCCC2)sc2c1CCN(C(C)C)C2 ?
HT1080 IDH1KD tx: -18%; SW480 rerep: inconclusive; IL1B secr inh: -9; KB-3-1 cytotox: -17%; KB-V1 MDR tox: -8%; MCF10A rereplic: inconclusive; HT1080NT lethal: inconclusive; ATXN2 expr inh: -21%; ATXN viability: inconclusive

What do the screens show for `Cc1[nH][nH]c(=O)c1C(c1ccc2c(c1)OCO2)c1c(C)[nH][nH]c1=O`?
HT1080 IDH1KD tx: -27%; SW480 rerep: 111%[1.84 µM]; IL1B secr inh: -8; KB-3-1 cytotox: inconclusive; KB-V1 MDR tox: 0%; MCF10A rereplic: inconclusive; HT1080NT lethal: inconclusive; ATXN2 expr inh: -2%; ATXN viability: inactive

Results for Cc1ccc2nc(N3C(=O)C(O)=C(C(=O)c4ccc(C)o4)C3c3cccc(O)c3)sc2c1 (stereo unspecified) ?
HT1080 IDH1KD tx: -1%; SW480 rerep: 17%; IL1B secr inh: -10; KB-3-1 cytotox: 6%; KB-V1 MDR tox: 6%; MCF10A rereplic: 23µM*; HT1080NT lethal: 2%; ATXN2 expr inh: 0%
